Screening data from PubChem BioAssay.
DT40 TDP1 no CPT – qHTS for Inhibitors of human tyrosyl-DNA phosphodiesterase 1 (TDP1): qHTS in cells in absence of CPT. DT40 Tdp1-/- hTDP1 cells, no CPT, ATP luminescence, 48 h. Potency, µM (titrated, usually from 46.2 µM), without a hit: at the highest dose activity change, negative = growth inhibition, actives largely listed as inhibitors. 15% of 420,000 active. AID 686978, 2013; note: nearly all actives have a fitted effect of over 55% in size
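A cellular qHTS used chicken DT40 cells lacking endogenous Tdp1 but carrying stably transfected human TDP1. Compounds were applied without camptothecin, and cell growth kinetics were judged by ATP-dependent luminescence after ≥48 hr.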
KAT2A inh – blocks human GCN5L2 histone acetyltransferase; GCN5L2 HAT assay, ThioGlo1 CoA-SH fluorescence; Potency, µM (titrated, usually from 58.9 µM), inactives show top-dose activity change, negative = inhibition, most hits filed as inhibitors; 0.21% of 390,000 active; AID 504327; Q92830
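Preincubate 20nM GCN5L2 with compound 15 min, RT → add 50uM ThioGlo1 + 75uM H3(1-25) + 70uM acetyl-CoA → read fluorescence 0 and 20 min. Primary qHTS; fluorescent artifacts likely.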
TDP1 block – TDP1 (human) enzyme inhibition; 0.28% of 350,000 active; recombinant TDP1, AlphaScreen DNA substrate cleavage; Q9NUW8; Potency, µM (doses to about 130 µM), inactives show top-dose activity change, negative = inhibition, actives largely listed as inhibitors; note: nearly all actives have a fitted effect of over 40% in size
Target sequence (Q9NUW8 whole entry, looked up): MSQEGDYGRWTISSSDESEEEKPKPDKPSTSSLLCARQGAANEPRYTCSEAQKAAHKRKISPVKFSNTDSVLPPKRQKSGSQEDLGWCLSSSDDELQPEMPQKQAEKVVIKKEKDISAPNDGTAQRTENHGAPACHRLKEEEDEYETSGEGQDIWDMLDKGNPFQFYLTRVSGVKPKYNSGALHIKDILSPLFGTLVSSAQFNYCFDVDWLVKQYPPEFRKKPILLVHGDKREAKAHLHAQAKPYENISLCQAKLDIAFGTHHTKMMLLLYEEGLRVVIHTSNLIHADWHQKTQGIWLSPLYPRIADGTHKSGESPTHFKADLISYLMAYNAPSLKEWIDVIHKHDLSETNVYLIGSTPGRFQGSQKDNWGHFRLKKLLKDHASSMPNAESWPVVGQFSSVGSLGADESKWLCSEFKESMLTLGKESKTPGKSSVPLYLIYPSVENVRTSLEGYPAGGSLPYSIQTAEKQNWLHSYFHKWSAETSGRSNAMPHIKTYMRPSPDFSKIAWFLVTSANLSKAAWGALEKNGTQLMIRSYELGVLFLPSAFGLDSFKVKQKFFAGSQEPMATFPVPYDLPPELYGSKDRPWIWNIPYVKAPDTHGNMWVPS
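Here, a 5' biotin and 3' phosphotyrosine-FITC DNA oligonucleotide reports Tdp1 activity: intact substrate bridges AlphaScreen beads, while cleavage leaves a 3' phosphate and drops signal. All incubations at room temperature.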
Starred values were filed as active, the others as inactive; ? = inconclusive; . = not tested or not shown; & = joins results of further samples; [ ] = dose if it differs, or a comment. Calls come from the whole dose curve; as a rule, active = well fitted curve in the direction sought with a large enough effect; inconclusive = small, poorly fitted or top-dose-only effect, or another doubt; inactive = no such curve, though single readings can be large; an effect the other way counts as inactive or inconclusive. % is set by controls: 0 for no effect and ±100 for the full control effect; potency is the fitted concentration of half-maximal effect. A portion of the library; rates above refer to the full screens.

Start of the listing, in advance:
SMILES	DT40 TDP1 no CPT	KAT2A inh	TDP1 block
Cc1cccc(NC(=O)N[C@@H](C)C(=O)O)c1	-1%	-3%	-4%
COc1cc(CNCc2cccs2)ccc1OCc1cccs1	?	-7%	6%
CC1=C(C(=O)OC(C)C)C(c2cccc(F)c2)N2C(=O)C(C)SC2=N1 (stereo unspecified)	?	0%	2%
NS(=O)(=O)c1ccc(NC(=O)CCCC(=O)O)cc1	4%	0%	-8%
CC(C)(C)CC(=O)NC(=S)NCc1ccccc1	0%	-4%	-3%

This part in full (from the top)
SMILES	DT40 TDP1 no CPT	KAT2A inh	TDP1 block
Cc1cccc(NC(=O)N[C@@H](C)C(=O)O)c1	-1%	-3%	-4%
COc1cc(CNCc2cccs2)ccc1OCc1cccs1	?	-7%	6%
CC1=C(C(=O)OC(C)C)C(c2cccc(F)c2)N2C(=O)C(C)SC2=N1 (stereo unspecified)	?	0%	2%
NS(=O)(=O)c1ccc(NC(=O)CCCC(=O)O)cc1	4%	0%	-8%
CC(C)(C)CC(=O)NC(=S)NCc1ccccc1	0%	-4%	-3%
Cc1c(Br)c([N+](=O)[O-])nn1CC(=O)NCCc1ccc(Cl)cc1	-19%	-11%	0%
COc1ccccc1N1CCN(C(=O)CCn2cnc3onc(-c4ccc(F)cc4)c3c2=O)CC1	21µM*	28%	3%
CCn1nc(C)c2c(-c3ccccc3)cc(=O)n(C(C)C(=O)NCCc3ccc(OC)c(OC)c3)c21 (stereo unspecified)	?	-6%	8%
c1ccc(CNc2nc3c(-c4ccccc4)nnn3c3ccccc23)cc1	?	-1%	-1%
COC(=O)c1ccccc1NC(=O)CSc1nnc(-c2cccnc2)n1C	-17%	4%	-2%
Cc1cc(S(=O)(=O)Nc2c(NC3CCCCC3)c3ccccc3oc2=O)ccc1F	?	-1%	3%
Cc1cc(/N=C/C=C2\N(C)c3ccccc3C2(C)C)n(CCC#N)n1	4.6µM*	-7%	6%

Entries shown so far that contain fluorine (3):
SMILES	DT40 TDP1 no CPT	KAT2A inh	TDP1 block
CC1=C(C(=O)OC(C)C)C(c2cccc(F)c2)N2C(=O)C(C)SC2=N1 (stereo unspecified)	?	0%	2%
COc1ccccc1N1CCN(C(=O)CCn2cnc3onc(-c4ccc(F)cc4)c3c2=O)CC1	21µM*	28%	3%
Cc1cc(S(=O)(=O)Nc2c(NC3CCCCC3)c3ccccc3oc2=O)ccc1F	?	-1%	3%

Other compounds
SMILES	DT40 TDP1 no CPT	KAT2A inh	TDP1 block
CCN1CCN(CCn2c(=S)[nH]c3cc4c(cc3c2=O)OCO4)CC1	15%	-8%	-2%
O=C(CSc1nc2cc(Cl)ccc2s1)c1ccco1	?	-14%	-6%
CC(C)(C)c1nnc2sc(SC/C(O)=C(\C#N)c3nc4ccccc4[nH]3)nn2c1=O	?	-10%	3%
O=C(Nc1cccc(Cl)c1)OCCN1CCN(Cc2ccccc2)CCC1=O	18µM*	2%&-5%	7%&4%
CC(=O)c1cccc(NC(=O)Cn2cnc(S(=O)(=O)N3CCC(C)CC3)c2)c1	-19%	0%	-2%
CNc1nc(N)c(C(=O)Nc2cc(C)on2)s1	?	-1%	0%
CCN(CC)c1ccc(/C=N/n2nnnc2N)c(O)c1	16µM*	-3%	-1%
COC(=O)c1ccc(CNC(=O)C2CCC(=O)N(CCCc3ccccc3)C2)cc1 (stereo unspecified)	?	-2%	-4%
COc1ccc2[nH]cc(C=O)c2c1	-10%	-14%	0%
Cc1ccc2nc(SCC(=O)NCc3ccc(F)cc3)nc(=O)n2c1	-2%	-3%	.
COCC(=O)Nc1nc2ccc(S(C)(=O)=O)cc2s1	-22%	-5%	0%
Cc1c(CCC(=O)N[C@@H](C)C(=O)O)c(=O)oc2c(C)c3oc4c(c3cc12)CCCC4	-19%	7%	.
COc1ccc(OC)c(Nc2nc(N)c([N+](=O)[O-])c(N3CCOCC3)n2)c1	?	-11%	.
O=C(NCC[C@@H]1C[C@@H]2C=C[C@H]1C2)c1cc(COc2ccc(F)cc2F)on1	?	-12%	-13%
CC(=O)C1=C(C)N(Cc2ccco2)C(=O)C1(NC(=O)C1CCCCC1)C(F)(F)F (stereo unspecified)	0%	-2%[0.501 µM]	7%
CN(C)c1cccc2c1c(NC(=O)c1ccc(F)cc1)nn2C	?	-18%	3%
CCOC(=O)/C(=C/C=C1\Sc2cc(OCC)c(OCC)cc2N1CC)C(C)=O	4.6µM*	1%	3%
Cc1cccc(C)c1N=Nc1c(C)cc(O)cc1C	-26%	-7%	13%
O=C(OCCC1Oc2cccnc2NC1=O)c1ccc(F)cc1 (stereo unspecified)	-6%	0%	5%
Cc1ccc(NC(=O)CSc2nc3ccc(NC(=O)CCc4ccccc4)cc3s2)c(C)c1	-22%	-1%	-1%
CCc1ccccc1NC(=O)c1cnc2sc(N3CCCC3)nn2c1=O	2%	-4%	6%
COc1ccc(CCNC(=O)Cc2c(C)c3c(cc(C)c4c(C)c(C)oc43)oc2=O)cc1OC	-10%	4%	-2%
COc1cc(CC(=O)OCC(=O)NC2CC2)cc(OC)c1OC	-1%	-1%	2%
O=C(/C(=N\Nc1ccc(Br)cc1)Sc1nnnn1-c1ccccc1)c1ccccc1	8%	-5%	3%
COc1cccc(CCNC(=O)C2CCCN(c3ncnc4c3nc3n4CCCCC3)C2)c1OC (stereo unspecified)	?	-6%	4%
COc1cc(/C=N/Nc2cc(C)nc(NS(=O)(=O)c3ccccc3)n2)ccc1O	-12%	-5%	-5%
COc1ccc2c(=O)cc(-c3cccnc3)oc2c1OC	-15%	-11%	.
Cc1cccc(C(=O)N/N=C/c2ccc3c(c2)OCO3)n1	-13%	-19%	2%
Cc1ccc2c(c1)C(=O)[C@@]1(O)CCN(c3ccccc3)C1=N2	?	-6%	9%[56.1 µM]
CCC1(CC)NC(=O)N(CC(=O)OCC(=O)Nc2ccc(OC(F)(F)F)cc2)C1=O	15%	-2%	3%
Oc1c(Cl)cc(Cl)c2cccnc12	8.2µM*	3%&-6%	14%[56.1 µM]
Cc1ccc(-n2c(SCc3ccccc3C)nc3[nH]ncc3c2=O)cc1C	?	-3%	8%
COc1ccccc1-n1c(SCC(=O)Nc2cc(C)on2)nc2c([nH]c3ccccc32)c1=O	?	-8%	2%
CCOC(=O)c1cnc2c(ccc3ccccc32)c1Nc1ccccc1O	?	-7%	.
Cc1ccc(NC2=NCC(=O)N2Cc2ccc3c(c2)OCO3)cc1	?	-2%	6%
O=C(CCCCn1c(=O)c2ccccc2n(CC(=O)Nc2cccc(F)c2)c1=O)NCCc1ccccc1	-20%	0%	7%
CCc1ccccc1NC(=O)CSc1nnc([C@H](CCSC)NC(=O)OC(C)(C)C)o1	-23%	-6%	-2%
CCC1=C(OC(=O)N(CC)CC)N2C(=O)OC(=NCCc3c[nH]c4ccccc34)[C@]2(C)[C@H]2C1=CC[C@H]1C(=O)N(CC(=O)OC)C(=O)[C@H]12	?	-8%	17%&7%
Cc1cc(C)c(C)c(S(=O)(=O)N2CCN(C)CC2)c1C	3%	-6%	-3%
COc1cc2c(cc1OC)-c1cc(Nc3ccc(F)cc3)nc(=O)n1CC2	?	-4%	.
CCCc1ccc(-c2ccc(F)c(N)c2)nc1	-17%	-11%	6%
CCCCOC(=O)NC1(C)CCS(=O)(=O)C1 (stereo unspecified)	-16%	3%	-4%
N#Cc1nc(-c2ccco2)oc1N1CCCC1	-1%	-2%	-1%
COc1ccc2nc(Nc3nc(CSc4nnnn4-c4ccccc4)cc(=O)[nH]3)nc(C)c2c1	?	0%	2%
CCOc1ccc(-c2cc(C(=O)NCC3CCCO3)c3ccccc3n2)cc1 (stereo unspecified)	15µM*	-26%	-4%
CN1C(=O)CSc2ccc(NC(=O)N3CCc4ccccc43)cc21	?	-6%	-2%
CCOC(=O)c1oc2cc(OCC(N)=O)ccc2c(=O)c1-c1ccc(OC)c(OC)c1	3%	-11%&-9%	0%&4%
Cc1ccc(-n2ncc(C(=O)N3CCc4ccccc4C3)c2NC(=O)c2ccco2)cc1C	-23%	-3%	0%[56.1 µM]

Reprinted from the part before: six entries; new compounds follow.
SMILES	DT40 TDP1 no CPT	KAT2A inh	TDP1 block
N#Cc1nc(-c2ccco2)oc1N1CCCC1	-1%	-2%	-1%
COc1ccc2nc(Nc3nc(CSc4nnnn4-c4ccccc4)cc(=O)[nH]3)nc(C)c2c1	?	0%	2%
CCOc1ccc(-c2cc(C(=O)NCC3CCCO3)c3ccccc3n2)cc1 (stereo unspecified)	15µM*	-26%	-4%
CN1C(=O)CSc2ccc(NC(=O)N3CCc4ccccc43)cc21	?	-6%	-2%
CCOC(=O)c1oc2cc(OCC(N)=O)ccc2c(=O)c1-c1ccc(OC)c(OC)c1	3%	-11%&-9%	0%&4%
Cc1ccc(-n2ncc(C(=O)N3CCc4ccccc4C3)c2NC(=O)c2ccco2)cc1C	-23%	-3%	0%[56.1 µM]
O=C(NCc1cccnc1)c1ccc(COc2cccc3ccccc23)o1	?	-1%	4%
Cc1nc(-c2ccc(C(=O)N3CCCC3)cc2)cs1	-27%	-2%	3%
CCOc1ccccc1C(=O)NCC(=O)N(C)Cc1ccccc1C	?	-7%	.
COc1ccc(NC(=O)c2sc3nc(C)c(C(=O)Nc4ccc(Cl)cc4)c(-c4ccc(Br)cc4)c3c2N)cc1	?	?	9%
COc1cc(NC(=O)CSc2cc(C)c3cc(C)cc(C)c3n2)c(C(=O)O)cc1OC	1%	25%	-3%
CCn1c(C)nc2cc(-c3nc4n(n3)Cc3ccccc3-4)ccc21	7.3µM*	-13%	7%
O=c1[nH]ncc(N/N=C\c2cccnc2)c1Cl	1%	-10%	6%
CC(=O)c1ccc(N=C2SCCCN2C(=O)C2CCCC2)cc1	-2%	1%	2%
Cc1cccn2c(=O)nc(SCC(=O)NCc3ccccc3Cl)nc12	-2%	-3%	.
Cc1cc(C(=O)NCc2cc(F)cc3c2OCOC3)nn1C	-4%	-17%	3%
CCCOc1ccc(CNC(=O)Cn2ncn3c(cc4sc(CC)cc43)c2=O)cc1	?	-2%	5%
CC(C)Nc1nnc(SCC(=O)NCc2ccc3c(c2)OCO3)s1	-19%	-13%	3%
Fc1ccc2[nH]c3c(NCc4ccccc4)ncnc3c2c1	5.2µM*	0%	.
Cc1cc(NC(=O)CN2CCCCC2)no1	-24%	-20%	1%
CO/N=C(\Cn1ncc(N2CCCC2)c(Br)c1=O)c1ccc(Cl)cc1	?	-15%	9%
COc1ccc(CNCCc2ccccc2)cc1OCC(N)=O	1%	0%	2%
Cc1ccc(C)c(Nc2nc3ccccc3n3cnnc23)c1	?	-14%	.
O=C(OCC#CCSc1nnc(-c2cccc3ccccc23)o1)c1cccs1	?	11%	-3%
CC(=O)C1=C(O)C(=O)OC1c1ccc(Cl)cc1 (stereo unspecified)	3%	?	.
COc1ccc2cc(C#N)c(SCC(=O)Nc3nonc3C)nc2c1	?	-8%	9%
